All columns: NCI-60 one-dose screen, growth in % after 48 h at 10 µM unless noted; 100 = growth as untreated, 0 = no growth, -100 = all killed.
NCI-H460: NCI-H460 lung cancer; 82,000 tested, 6.8% active; AID 1794736
NCI-H522: NCI-H522 lung cancer | 78,000 tested, 8% active
NCI-H226: NCI-H226 lung cancer; AID 1794732; 79,000 tested, 3.5% active
HT29: HT29 colon cancer. 81,000 tested, 7.4% active
NCI/ADR-RES: NCI/ADR-RES ovarian cells. 81,000 tested, 4.4% active
HCT-116: HCT-116 colon cancer | AID 1794798 | 82,000 tested, 7.3% active
NCI-H322M: NCI-H322M lung cancer; 80,000 tested, 2.7% active; AID 1794733
COLO 205: COLO 205 colon cancer; 79,000 tested, 7.3% active; AID 1794742
HCT-15: HCT-15 colon cancer; AID 1794746; 82,000 tested, 5.2% active
* hit, by the source's call; · = not tested or not shown; & = joins results of further samples; ! = not active in a repeat. The calls were made as follows: active = growth percent below 10; inactive = the rest.

Start of the data: the first four compounds (preview)
SMILES	NCI-H460	NCI-H522	NCI-H226	HT29	NCI/ADR-RES	HCT-116	NCI-H322M	COLO 205	HCT-15
CCOC(=O)c1noc2c1CCc1cn(Cc3cccc(OC)c3)cc1-2	108	58	114	78	94	95	95	110	103
CC(C)(C)CC(C)(C)c1ccc(OCCO)cc1	117	·	105	99	105	102	115	110	100
CCCCCC(=O)Oc1ccc(/C(=C(\C)c2ccccc2)c2ccc(OCCCN(C)C)cc2)cc1	107	103	99	94	108	98	102	120	103
O=C1C=CC(=O)N1c1ccc2c(c1)C(NC(=O)C(F)(F)F)c1ccccc1-2 (stereo not drawn)	114	40	88	103	101	89	107	27	104

The listing (from the top)
SMILES	NCI-H460	NCI-H522	NCI-H226	HT29	NCI/ADR-RES	HCT-116	NCI-H322M	COLO 205	HCT-15
CCOC(=O)c1noc2c1CCc1cn(Cc3cccc(OC)c3)cc1-2	108	58	114	78	94	95	95	110	103
CC(C)(C)CC(C)(C)c1ccc(OCCO)cc1	117	·	105	99	105	102	115	110	100
CCCCCC(=O)Oc1ccc(/C(=C(\C)c2ccccc2)c2ccc(OCCCN(C)C)cc2)cc1	107	103	99	94	108	98	102	120	103
O=C1C=CC(=O)N1c1ccc2c(c1)C(NC(=O)C(F)(F)F)c1ccccc1-2 (stereo not drawn)	114	40	88	103	101	89	107	27	104
Cc1cc(C)n(C(=O)c2nn(-c3ccc(Cl)cc3)cc2O)n1	5.6*	60	45	98	23	8.6*	37	106	50
O=S(=O)(NCCNc1nccc(-c2c(-c3cccc(F)c3)nc3sccn23)n1)c1ccc(F)cc1	35	67	46	29	67	40	64	39	32
COc1cc2c(c(OC)c1OC)C(=O)CC(c1cccc(C(=O)Nc3cccc([N+](=O)[O-])c3)c1)O2 (stereo not drawn)	82	48	57	86	71	46	92	95	61
O=C1N(Cc2cc(F)cc(F)c2)c2ccccc2S(=O)(=O)N1c1cccnc1Cl	95	99	93	97	94	85	108	114	91
CCCCCCC(C)C(CC)(C(=O)OCC)C(=O)OCC (stereo not drawn)	108	107	90	94	104	101	100	113	112
COc1cccc(-c2ccnc(/N=C(\N)Nc3ccc(S(=O)(=O)Nc4nc(C)cc(C)n4)cc3)n2)c1	106	91	80	106	103	103	107	114	104
COC(=O)Cn1c(C(C)C)nc2ccccc21	115	99	108	98	104	85	100	110	109
Nc1nc(N)c2c(n1)CCCC2	103	77	101	90	104	95	95	104	100
C=C1C(=O)O[C@@H]2C[C@@H](C)/C=C\C(=O)[C@](C)(OC(C)=O)C[C@H](OC(=O)/C(C)=C\C)[C@@H]12	20	-82*	-43*	-49*	11	-70*	88	-78*	-26*
CC(C)=NNC(N)=S	83	88	84	41	47	21	104	83	73
CCc1c(C)c2ccc3c(c2oc1=O)N=C(c1ccc(Br)cc1)CO3	105	·	106	99	102	98	102	116	101
Nc1ccc(N=Nc2ccccc2)cc1[N+](=O)[O-]	100	·	86	92	96	91	81	95	69
CCCCc1cc(C)ccn1	106	92	98	104	104	91	103	104	102
C#CCN1CCCC(O)C1 (stereo not drawn)	105	68	98	86	107	91	107	95	98
Cc1ccc(/C=C(\C#N)c2cc3ccccc3n2C)cc1	11	31	58	17	-2.1*	16	59	3.2*	10
CCN(CC)CCCC(C)Nc1ccnc2c(OC)cccc12 (stereo not drawn)	125	104	111	107	110	112	141	114	120
O=C(/C=C/c1ccc(F)cc1)c1ccc(-n2cc(CN3CCN(c4cc5c(cc4F)c(=O)c(C(=O)O)cn5C4CC4)CC3)nn2)cc1	102	90	101	104	104	101	97	108	101
CN1C(=O)N(C)C2(c3ccccc3)N(CC(=O)NCCN3CCNCC3)C(=O)NC12c1ccccc1 (stereo not drawn)	99	94	99	96	101	94	95	105	99
CN(C)C(=S)Sc1ccc([N+](=O)[O-])cc1[N+](=O)[O-]	-42*	-92*	50	-17*	41	-54*	101	-23*	5.3*
Cc1csc(N2C(=O)C3C4CCC(O4)C3C2=O)n1 (stereo not drawn)	111	98	112	·	104	114	133	109	109
COc1ccc(NC(=O)c2cc(-c3nc4ccccc4s3)c(=O)n(NS(=O)(=O)c3ccc(Cl)cc3)c2N)cc1	98	90	66	107	99	103	91	105	97
O=c1oc2ccccc2cc1-c1csc(N=Nc2c(O)[nH]c3ccc(F)cc23)n1	108	95	92	111	100	95	100	115	98
O=c1cc(OCCSC(=S)N2CCCCC2)c2ccccc2o1	92	72	67	90	67	78	86	98	90
Ic1ccc2[nH]cc(SSc3c[nH]c4ccc(I)cc34)c2c1	-12*	-48*	25	32	7.1*	10	58	-37*	16
COc1cccc(-c2ccc(/C=N/NC(=O)c3[nH]c4ccc(Br)cc4c3-c3ccccc3)s2)c1	-15*	-65*	-1.6*	-32*	-50*	-27*	49	-29*	3.4*
Cc1nnsc1-c1n[nH]c(=S)n1N	108	·	92	106	103	112	111	103	108
CCOC(=O)Nc1cc(F)c(F)cc1F	108	96	92	105	98	102	101	112	99
COC(=O)c1c2c(c(C)[n+]([O-])c1C)C(=O)C=C(NCc1ccccc1)C2=O	-13*	-26*	·	5.3*	-14*	-13*	-5.7*	·	-68*
COC(=O)Nc1nc2ccc(C(=O)c3ccccc3)cc2[nH]1	-0.1*	-33*	109&80&51	2.8*	-3.4*	9.7*!	44&66&57	-23*	16&14&30
N#Cc1nc(-c2cc3ccccc3oc2=O)oc1NCCO	99	99	94	106	101	100	99	103	100
CC(=O)N1CCN(C(=O)Cn2c(-c3ccc(C)cc3)csc2=N)CC1	103	77	96	105	93	86	108	106	91
CC(=O)Oc1cc(Cl)ccc1Cc1ccc(Cl)cc1OC(C)=O	89	·	89	112	85	84	99	105	88
COc1ccc(-c2cc(-c3nnc(SCC(=O)Nc4ccc(C(=O)/C=C/c5ccc(Cl)cc5)cc4)n3-c3ccccc3)c3ccccc3n2)cc1	110	85	91	101	100	90	95	95	103
COC(=O)Cn1c2c(c3c(OC)cccc31)C(=O)c1ccccc1-2	112	101	91	96	96	89	113	104	101
N#C/C(=C\c1ccc(C(F)(F)F)cc1)C(=O)Nc1sc2c(c1C#N)CCCC2	105	89	83	110	105	103	100	131	98
CCOC(=O)c1sc(/N=C2\C(=O)Nc3ccc(C)cc32)nc1C	·	85	104	95	104	100	100	97	105
Nc1c(CNCc2nnn(Cc3ccccc3)c2N)nnn1Cc1ccccc1	103	102	100	105	97	103	100	114	94
CC(C)(C)OC(=O)CSC#N	104	101	91	100	100	97	93	100	101
CN(C)CCC(C#N)(CCN(C)C)c1ccccc1	106	99	99	97	102	100	96	113	98
N#Cc1c(Nc2ccc(Cl)cc2)n[nH]c1-c1cccs1	99	104	86	109	106	96	91	110	100
CS(=O)(=O)c1nccc(-c2c(-c3ccc(F)c(OCc4ccccc4)c3)nc3sccn23)n1	44	74	82	103	100	38	22	106	79
Cc1ccc(NC(=O)Cn2nncc2CN2C(=O)CSC2=O)c(C)c1	102	98	117	100	111	101	109	110	104
Cc1ccc(-c2c(-c3nc4ccccc4s3)c(N)nc3c(N=Nc4ccccc4)c(N)nn23)cc1	60	87	85	108	77	92	94	106	96
COc1ccc(/C(C)=N/N=C2C(=O)N(C)c3ccc(Cl)cc32)cc1S(N)(=O)=O	94	90	68	103	86	95	92	103	85
COc1cc2cc(NCc3cnn(C)c3C)nc(C)c2cc1OC	101	86	96	101	95	82	99	90	84
[N-]=[N+]=Nc1ccc(-c2cc3cnc4ccccc4c3oc2=O)cc1	103	101	103	109	107	104	101	110	108
CC(C)(C)NC(=S)Nc1ncccc1OCc1cccc(F)c1	85	91	94	99	92	75	85	·	100
CSCC[C@@H]1NC(=O)Nc2nc3ccccn3c2C1=O	101	92	100	102	106	101	88	109	99
O=C(CSc1nc2ccccc2c(=O)n1-c1ccccc1)Nc1ccc(S(=O)(=O)NC(=S)Nc2ccccc2)cc1	97	90	·	111	94	93	92	127	90
CCN(CC)c1ccc(/C=N/NC(=O)c2ccc(NS(C)(=O)=O)cc2)c(O)c1	3.2*	12	39	27	37	22	25	5.7*	20
COc1ccc(C(=O)NCC(C)C)cc1OC	100	88	99	97	102	90	93	109	103
CCOC(=O)C/C(O)=C(/C=N/C(=S)NNC(C)=O)C(=O)OCC	106	90	95	102	96	103	92	109	105
O=C(/C=C/c1ccccc1Cl)c1ccc(NC(=O)N2CCN(c3cc4c(cc3F)c(=O)c(C(=O)O)cn4C3CC3)CC2)cc1	103	91	104	108	104	104	108	117	105
COc1cccc(/C=N/Nc2nc(-c3ccc(Br)cc3)cs2)c1O	81	78	88	107	92	83	96	113	88
O=C1Nc2ccc(F)cc2C12OC2c1cccc([N+](=O)[O-])c1 (stereo not drawn)	103	96	102	115	112	105	93	126	96
Cc1[nH]n(-c2cccc(Cl)c2)c(=O)c1/C=C1\C=Nc2ccc(Br)cc21	-73*	29	69	11	16	-76*	55	7.1*	59

(continued)
SMILES	NCI-H460	NCI-H522	NCI-H226	HT29	NCI/ADR-RES	HCT-116	NCI-H322M	COLO 205	HCT-15
c1ccc(Cn2ccc3c2-c2oncc2CCC3)cc1	100	99	·	107	107	102	90	118	91
Nc1ncc(Oc2ccc(Cl)cc2Cl)c(=S)[nH]1	105	91	112	97	108	95	128	97	102
O=C(O)CCCOc1ccccc1	102	85	107	90	107	98	105	123	104
CN1c2c(C(=O)NC3CC3)cnn2CC1c1ccccc1 (stereo not drawn)	106	81	95	100	100	86	72	119	104
CN(C)CCN1CCN(c2ncccc2C2Oc3ccccc3-n3cccc32)CC1 (stereo not drawn)	104	101	100	94	96	88	103	102	92
COc1ccc(-c2nc3ccc(-c4nc5ccc(N6CCN(c7ccccc7)CC6)cc5[nH]4)cc3[nH]2)cc1OC	-6.7*	-33*	70	-91*	67	-100*	-3.0*	-71*	16
NC(=O)C1(Nc2ccc(Br)cc2)CCCC1	110	93	99	102	111	105	107	104	107
CCc1nc2cc(/C=C/C(=O)NO)c(F)cc2c(=O)n1CCc1ccccc1	3.8*	11	3.6*	13	-11*	5.1*	21	-33*	26
CCCCCCCC/C=C\CCCCCCCC(=O)OCCCCCCCCCCCCCC	107	111	96	106	·	110	118	121	108
CN1CCNCC1	109	84	107	88	102	102	110	102	101
CCOC(=O)c1c2c(c(C)n1Cc1ccccc1)-c1[nH]c(=O)ncc1CC2	113	111	97	108	109	105	114	124	106
COc1cc2nc(SCc3cc(OC)c(OC)c(OC)c3)n(-c3ccc(Cl)cc3)c(=O)c2cc1OC	100	·	·	101	97	92	94	113	93
COc1ccc2[nH]c(=O)c(CSc3ccc(Nc4nccc(-c5ccc6c(c5)OCO6)n4)cc3)cc2c1	102	93	101	112	93	98	101	118	89
O=S(=O)(NCCCNc1nccc(-c2[nH]c(-c3ccccc3)nc2-c2ccc(F)c(O)c2)n1)c1ccccc1	87	91	99	98	108	78	117	96	101
Cc1ccc(-c2nc(NS(=O)(=O)c3ccc(C)cc3)nc(Oc3ccccc3)c2C#N)cc1	95	112	114	132	113	91	104	116	84
O=C(CSc1cc[n+](CCCCCCF)c2ccccc12)n1ccc2ccccc21	98	92	88	103	100	102	94	105	101
O=C(S)c1cccc([N+](=O)[O-])c1	116	97	111	91	108	115	104	106	103
O=C(Nc1cc(C(F)(F)F)ccc1Cl)C(Cl)Cl	111	88	102	104	109	112	96	·	101
O=C(O)CC1(C(=O)O)CCCC1	112	·	116	107	108	102	118	111	99
N#Cc1c(-c2cccc(Cl)c2)cc(-c2ccccn2)[nH]c1=O	80	96	87	106	19	94	98	96	32

Quoted from the entries so far for reference:
SMILES	NCI-H460	NCI-H522	NCI-H226	HT29	NCI/ADR-RES	HCT-116	NCI-H322M	COLO 205	HCT-15
COc1ccc2[nH]c(=O)c(CSc3ccc(Nc4nccc(-c5ccc6c(c5)OCO6)n4)cc3)cc2c1	102	93	101	112	93	98	101	118	89
O=S(=O)(NCCCNc1nccc(-c2[nH]c(-c3ccccc3)nc2-c2ccc(F)c(O)c2)n1)c1ccccc1	87	91	99	98	108	78	117	96	101
Cc1ccc(-c2nc(NS(=O)(=O)c3ccc(C)cc3)nc(Oc3ccccc3)c2C#N)cc1	95	112	114	132	113	91	104	116	84
O=C(CSc1cc[n+](CCCCCCF)c2ccccc12)n1ccc2ccccc21	98	92	88	103	100	102	94	105	101
O=C(S)c1cccc([N+](=O)[O-])c1	116	97	111	91	108	115	104	106	103
O=C(Nc1cc(C(F)(F)F)ccc1Cl)C(Cl)Cl	111	88	102	104	109	112	96	·	101

(listing goes on)
SMILES	NCI-H460	NCI-H522	NCI-H226	HT29	NCI/ADR-RES	HCT-116	NCI-H322M	COLO 205	HCT-15
c1ccc(C(=C(c2ccc(OCCN3CCCC3)cc2)c2ccc(OCCN3CCCC3)cc2)C2CCCC2)cc1	104	86	84	101	102	92	93	86	97
CCc1ccc(Nc2ncnc3c2cnn3-c2cccc(F)c2)cc1	109	95	92	101	100	112	98	115	98
Cn1c2ccccc2c2nnc(N/N=C/c3cccs3)nc21	115	93	87	117	96	88	117	141	117
C#CCn1cccc1/C=C1\SC(=S)NC1=S	102	84	72	91	85	99	101	99	90
O=C(O)C(Cc1ccccc1)n1c(O)c(C=C2N=c3ccccc3=N2)sc1=S (stereo not drawn)	99	96	90	119	107	101	103	107	107
CCCSc1ncnc2nc[nH]c12	112	92	105	99	107	107	111	105	103
S=c1[nH]c2cc(-c3ccccc3)ccc2o1	102	91	93	110	101	104	117	112	103
Cc1nc2c(c(=O)[nH]1)OCN(Cc1ccccc1)C2	110	111	103	105	107	100	105	112	99
CS(=O)(=O)c1ccc(-c2nn(-c3ccc(F)cc3)cc2/C=N/NC(=O)c2ccccc2)cc1	102	87	91	104	99	104	97	106	94
COc1ccc(-c2cs/c(=N\N=C\c3ccc(Cl)cc3)n2/N=C/c2ccc(Cl)cc2)cc1	87	64	81	45	83	68	102	111	84
CN(C)/C(N)=N/N=C(\c1ccccc1)c1ccccn1	101	96	97	110	98	89	83	106	90
